GSIS activator – GLuc luminescence reporter in INS-1E cells, primary screen for activators of glucose-dependent secretion of insulin. INS-1E GLuc reporter insulin secretion, 2-3 h. activation, % at 16.6 µM. 370,000 compounds, 0.61% hits. AID 743287;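 active = lowest replicate activation of at least 40%, so every replicate reaches that level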;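 also: 0% = median of neutral control wells and 100% = median of IBMX positive control wells; some compounds called inactive have numbers as strong as hits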
ARNT-TACC3 inh – ARNT/TACC3 interaction disruption; AlphaScreen His-ARNT PAS-B/GST-TACC3 binding, luminescence; TACC3 fragment carries E629A point mutation; inhibition, % at 9.99 µM; 390,000 compounds, 0.66% hits; Q9Y6A5;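 active = mean inhibition of replicates at least 50% and at least half of replicates each reaching 50%; inconclusive = half or more replicates reach 50% but mean below 50%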;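 also: 0% = complete ARNT plus TACC3 wells and 100% = ARNT alone without TACC3; many hits fall short of the cut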
LGR2 antag – blocks bursicon-induced cAMP signaling via Drosophila LGR2; HEK293 LGR2, CRE-luciferase, bursicon-stimulated, 4 h; inhibition, % at 9.99 µM; 380,000 compounds, 0.35% hits;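 active = drop in luminescence signal, shown as inhibition above about 50% in the replicate tests, limit read from the data, passing the limit was not always enough; inconclusive = probably only some replicates passing the limit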;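 also: agonist challenge used bursicon conditioned medium at about half maximal strength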
C2C12 statin – protects C2C12 myotubes from simvastatin toxicity; ATP luminescence, 48 h; scaled: DMSO 0, geranylgeraniol control 100; rescue of ATP level, % at 7.49 µM; 330,000 compounds, 0.78% hits;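 active = mean ATP rescue above about 67%, or every replicate alone reaching that limit, limit read from the data, passing the limit was not always enough; inconclusive = no clear call, values can overlap the other calls; inactive = mean under the limit and some replicate under it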;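 also: myotubes were challenged with 10 µM simvastatin during compound exposure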
PAX8 inh HTS – inhibitors of PAX8 transcriptional activity in RMG-I cells; AID 652154; inhibition, % at 12.6 µM; 360,000 compounds, 1.2% hits; RMG-I TPO-luciferase reporter, SteadyGlo, 24 h;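 active = mean replicate inhibition at least 60% with every replicate also reaching 60%; inconclusive = only one of the two criteria is met; inactive = mean below 60% and not all replicates reaching 60%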;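 also: luciferase light reporting Pax8 driven TPO promoter activity; plate controls were median of neutral control wells for no effect and mitoxantrone controls for full effect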
PglD inh – blocks C. jejuni PglD acetyltransferase activity | AID 602405 | 360,000 compounds, 0.098% hits | purified PglD enzyme, DTNB colorimetric CoA detection | inhibition, % at 12.5 µM; in the data active = inhibition above about 16%, passing the limit was not always enough; inconclusive = no clear call, values can overlap the other calls; also: strong numbers were not always called active
Cneo AK release – Cryptococcus neoformans lysis via adenylate kinase release. lysis activity, % at 15 µM. C. neoformans lysis, adenylate kinase release luminescence, 4 h; normalised: neutral wells 0, clomiphene wells 100. AID 651654. 360,000 compounds, 0.2% hits;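 active = mean lysis activity across replicates of at least 80%, whatever share of replicates individually reach that level; inactive = mean lysis activity below 80%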
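Material – Cryptococcus neoformans yeast cells · Quantity – 5 × 10^6 yeast cells/mL · Buffer or medium – YPD medium · Compound – single dose · Timing – 4 h static compound exposure, 37 °C, read 1 h post-reagent · Signal – adenylate kinase release luminescence · Read-out basis – lysis from increased AK signal · Benchmarks – Clomiphene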
PGC1a acetyl inh – lowers PGC1a acetylation signal in U2OS cells. AlphaScreen anti-acetyl-lysine; with virally co-expressed GCN5 acetyltransferase. inhibition, % at 15.6 µM. 350,000 compounds, 0.17% hits. AID 651687;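 active = every replicate shows inhibition of at least 40%; inconclusive = mean inhibition at least 40% but some replicate below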;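 also: 0% = neutral control wells and 100% = positive control wells; some results beyond the cut were filed as inactive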
* = called active by the depositor; ? = inconclusive; / = no result given. No enrichment for hits; any-hit rate near 2.9%.

Value order – GSIS activator | ARNT-TACC3 inh | LGR2 antag | C2C12 statin | PAX8 inh HTS | PglD inh | Cneo AK release | PGC1a acetyl inh
> O=C(CC12CC3CC(CC(C3)C1)C2)Nc1cccc2ncccc12
 : / | -2 | / | -2 | / | 3 | 0 | 1
> Cc1cccc(NC(=O)CSc2nc3ccccc3nc2N2CCCC2)c1C
 : 4 | -3 | -15 | -5 | -7 | -5 | 0 | 15
> C[C@@H]1CN([C@@H](C)CO)C(=O)CCCn2cc(nn2)CO[C@@H]1CN(C)Cc1ccc(Oc2ccccc2)cc1
 : 19 | -5 | 11 | 7 | / | -3 | -7 | 7
> Cn1c(SCC(=O)Nc2ccccc2F)nnc1-c1cccs1
 : 13 | 23 | 10 | 4 | -23 | / | / | -14
> O=P(c1ccccc1)(c1ccccc1)C(O)c1ccncc1 (stereo not drawn)
 : / | -5 | / | 2 | / | -2 | 1 | 9
> N#Cc1cccc(-c2ccc3c(c2)[C@@H]2[C@@H](CCN2C(=O)C2CCCCC2)[C@@H](CO)N3)c1
 : 15 | 8 | 27 | -2 | 75* | -1 | -13 | -3
> CC1CCCN(CC(=O)N2c3ccccc3Sc3ccccc32)C1 (stereo not drawn)
 : 13 | -5 | 2 | / | 13 | / | / | -5
> CC(C)Nc1nnc(SCC(=O)Nc2ccc3c(c2)C(=O)c2ccccc2C3=O)s1
 : -30 | 3 | -9 | 28 | / | 3 | 1 | -15
> COc1cccc(-n2cc(C(=O)NCCCOC(C)C)c3ccccc3c2=O)c1
 : -3 | 9 | -8 | -3 | -10 | -1 | 2 | -5
> C[C@@H]1CN([C@H](C)CO)C(=O)c2cc(C3=CCCC3)cnc2O[C@@H]1CN(C)C(=O)c1ccc2c(c1)OCO2
 : -7 | 0 | -13 | 3 | -9 | 4 | -1 | 1
> O=C(CC(=O)N/N=C\c1c(Cl)cccc1Cl)NCc1ccccc1
 : 0 | -3 | / | 5 | -3 | 0 | 6 | 11
> Nn1c(SCc2c(F)cccc2F)nnc1-c1ccccn1
 : 12 | 24 | -40 | 9 | -127 | 5 | -4 | 4
> N#CC(c1ccc(Cl)cc1)c1ncc(C(F)(F)F)cc1Cl (stereo not drawn)
 : / | -1 | / | 7 | / | 0 | 0 | /
> CC1CCCC(NC(=O)C2N(CCCN3CCCC3)C(=O)C3C(C(=O)Nc4ccc(Cl)cc4)C4C=CC32O4)C1C (stereo not drawn)
 : -9 | / | -1 | -17 | 5 | 8 | 0 | -10
> O=C(O)CCCC(=O)NS(=O)(=O)c1ccc(Cl)cc1
 : / | -14 | / | / | / | 7 | 0 | 3
> O=C1CC(c2ccccc2)CC(O)=C1C=NCC1CCCO1 (stereo not drawn)
 : / | -3 | / | / | / | 5 | 7 | -6
> CCc1nc2oc3ccc(C)cc3c(=O)c2cc1C(=O)OC
 : 13 | -4 | -108 | -15 | -32 | -2 | -2 | 9
> CCS(=O)(=O)Nc1c(C)n(C)n(-c2ccccc2)c1=O
 : / | -23 | / | 0 | / | 4 | 4 | -6
> Cc1ccc(C)c(NC(=O)c2ccccn2)c1
 : -5 | -14 | / | 25 | / | / | / | -2
> COc1ccc(CCNC(=O)COC(=O)c2ccc(S(=O)(=O)N3CCCC3)cc2)cc1OC
 : / | 8 | -30 | -4 | / | -4 | 4 | 10
> COc1ccc2oc(C(=O)OCC(=O)N(CCC#N)c3ccccc3)c(C)c2c1
 : -6 | -4 | -1 | / | 6 | 1 | 2 | 4
> Cc1cccc(NC(=O)c2sc(Cl)nc2C)c1C
 : 5 | -12 | 35 | / | -11 | / | / | /
> CCC(=O)N1CCc2cc(S(=O)(=O)CCC(=O)N3CCN(c4ccc(F)cc4)CC3)ccc21
 : 3 | 1 | -5 | -4 | 2 | -2 | 9 | /
> O=C(C[C@@H]1C/C=C/CC[C@H](Cc2ccc(F)cc2)C(=O)OCCNC1=O)N[C@H](CO)Cc1ccccc1
 : 0 | 1 | 0 | -2 | 18 | 1 | -3 | -8
> CCc1ccc(N(CC(=O)Nc2ccc(OC)cc2OC)S(C)(=O)=O)cc1
 : / | -4 | / | / | / | 4 | 9 | -20
> CC(C)CC#Cc1ccc2c(c1)O[C@H](CN(C)Cc1ccc(C(=O)O)cc1)[C@@H](C)CN([C@H](C)CO)S2(=O)=O
 : / | 1 | / | -8 | 80* | -1 | -9 | 3
> C=C1CCC(C)C(C)(CCC2=CCOC2=O)C/C=C\C=C/1C(=O)O (stereo not drawn)
 : 21 | -2 | -1 | 14 | / | 2 | 0 | 0
> CC(C)CC(=O)N/C(N)=N/c1nc2ccccc2s1
 : -33 | 1 | 14 | / | / | / | / | -12
> O=C(Nc1ccc(F)cc1)N1CCCCN2[C@@H](CO)[C@@H](c3ccc(C#CC4CC4)cc3)[C@@H]2C1
 : -14 | 3 | 11 | -220 | 23 | 1 | 5 | -4
> CC1(C)C(=O)C2(CCCCC2)C(=O)OC1c1cccc([N+](=O)[O-])c1 (stereo not drawn)
 : -2 | / | 11 | -8 | 16 | 5 | -8 | 11

Value order – GSIS activator | ARNT-TACC3 inh | LGR2 antag | C2C12 statin | PAX8 inh HTS | PglD inh | Cneo AK release | PGC1a acetyl inh
> O=C(CSc1nnc(-c2ccccc2)n1C1CCCCC1)N1CCCC1
 : 15 | 0 | 26 | -8 | / | -1 | 3 | -1
> Cc1cnc(C(=O)OCC(=O)Nc2sc3c(c2C(N)=O)CCCC3)cn1
 : / | 2 | 6 | -3 | 5 | 2 | 0 | 2
> COc1ccc(Nc2ccc(C(=O)O)cc2[N+](=O)[O-])cc1
 : -22 | 1 | 1 | / | 1 | 1 | 3 | /
> CCOC(=O)c1cc2sc(C)cc2n1CC(=O)N(CC)CC
 : / | 9 | / | / | -7 | 0 | -2 | /
> COCCC(=O)N1CCC(Oc2ccc(C(=O)NCc3ccon3)cc2)CC1
 : 23 | 0 | 0 | 0 | 0 | 0 | 0 | -8
> C[C@H](CO)N1C[C@H](C)[C@@H](CN(C)Cc2ccccc2F)Oc2cc(C3=CCCC3)ccc2S1(=O)=O
 : -12 | / | 4 | -45 | / | 5 | 1 | 7
> COCC(=O)Nc1ccc2c(c1)C(=O)N(C)[C@H]1CC[C@H](CC(=O)NC3CCCC3)O[C@H]1CO2
 : 15 | -2 | -2 | 19 | 1 | 2 | -4 | 2
> Cc1ccc(CN2CCC(c3cc(-c4cccs4)n[nH]3)CC2)cc1
 : -14 | 4 | 26 | 8 | 11 | 1 | -1 | -8
> CC(=O)c1c(C)[nH]c(C(=O)Nc2cccnc2)c1C
 : / | 4 | / | -1 | -19 | -7 | -5 | -3
> CO[C@@H]1CN(C)C(=O)c2ccc(NC(=O)c3ccc(F)cc3)cc2OC[C@@H](C)N(C(=O)c2ccc(F)cc2)C[C@H]1C
 : -24 | -11 | 3 | -7 | -16 | 0 | 37 | 9
> CCOC(=O)CNC(=O)CSc1nnc(-c2ccccc2)c(-c2ccccc2)n1
 : 3 | -3 | -2 | / | -6 | / | / | /
> C[C@@H]1CN([C@@H](C)CO)C(=O)Cc2cc(NC(=O)CCCN(C)C)ccc2O[C@H]1CN(C)Cc1ccc(-c2ccccc2)cc1
 : 29 | / | 3 | / | -12 | / | / | 10
> CC1CN(c2nc3ccccn3c(=O)c2/C=C(\C#N)C(N)=O)CC(C)O1 (stereo not drawn)
 : -6 | -7 | -8 | 4 | -31 | -4 | -2 | /
> C[C@@H]1CN([C@@H](C)CO)C(=O)Cc2cc(NS(=O)(=O)c3ccccc3)ccc2O[C@@H]1CN(C)Cc1ccc(C(F)(F)F)cc1
 : -18 | -15 | 6 | 14 | -2 | 3 | -3 | 1
> COc1ccccc1NC(=O)C/C(N)=N/OCC(=O)Nc1cccc(Cl)c1
 : / | 1 | / | -8 | 21 | -3 | -1 | -3
> O=C(C[C@H]1CC[C@H](NC(=O)Nc2cc(F)ccc2F)[C@@H](CO)O1)Nc1ccc(-c2ccccc2)cc1
 : -3 | 10 | 20 | 5 | 8 | 3 | -6 | 4
> Cc1ccc(CCNC(=O)C23CN(Cc4ccccc4)CC2C(c2ccc([N+](=O)[O-])cc2)=NO3)cc1 (stereo not drawn)
 : -14 | 1 | 5 | 5 | -9 | 4 | 2 | /
> COc1cccc(NC(=O)c2ccccc2Br)c1
 : 29 | -3 | -33 | 7 | -144 | -8 | -4 | /
> O=C(NCc1cccnc1)c1cc(C2CCCCN2S(=O)(=O)c2ccccc2)on1 (stereo not drawn)
 : 2 | / | 26 | 12 | 1 | -2 | -2 | /
> COc1ccc(/C=C/CN2CCN(Cc3ccccc3)C(CCO)C2)cc1 (stereo not drawn)
 : -11 | 10 | 12 | 3 | -16 | / | / | 1
> Cc1ccc(S(=O)(=O)NC2=NCN(C3CCCCC3)CN2)cc1
 : -1 | -3 | / | 1 | / | -4 | 0 | 1
> c1ccc(-c2ccccc2OCCn2cncn2)cc1
 : / | -8 | / | -13 | 17 | 5 | -1 | 5
> CC1(C(=O)Nc2nccs2)Cc2ccccc2C(=O)O1 (stereo not drawn)
 : 22 | -3 | -1 | 7 | / | -6 | 7 | -1
> CN(CC(=O)NNC(=O)CNC(=O)c1ccccc1F)S(=O)(=O)c1ccc(Cl)cc1
 : 15 | -9 | -8 | 6 | 6 | 3 | -1 | -3
> COc1ccccc1CN1C[C@@H]2C[C@@H](c3cccc(C)n3)N3CCC[C@@]23C1=O
 : 1 | / | 9 | / | -6 | / | / | ?
> Cc1csc(NC(=O)c2ccc(C)s2)n1
 : 9 | 11 | -70 | 1 | -126 | 3 | -2 | /
> Cc1nc2ccccc2c(=O)n1/N=C/c1ccc2ccccc2c1O
 : 18 | 12 | -2 | / | 40 | / | / | /
> C[C@@H]1CN([C@H](C)CO)C(=O)c2cccc(N(C)C)c2O[C@@H]1CN(C)Cc1ccc(C(=O)Nc2ccccc2N)cc1
 : / | -7 | / | ? | 32 | 8 | 4 | -12
> Cc1cc(NC(=O)c2cccc(S(=O)(=O)Nc3cccc(C(=O)O)c3)c2)no1
 : -10 | / | -3 | -7 | -2 | 2 | -5 | /
> O=C(/C=C/c1ccoc1)c1ccccc1O
 : 0 | -2 | 23 | / | 12 | -2 | 1 | /

Value order – GSIS activator | ARNT-TACC3 inh | LGR2 antag | C2C12 statin | PAX8 inh HTS | PglD inh | Cneo AK release | PGC1a acetyl inh
> CCCC#Cc1cnc2c(c1)C(=O)N([C@H](C)CO)C[C@H](C)[C@H](CN(C)C(=O)c1ccccc1)O2
 : -1 | -9 | -10 | 2 | -22 | 3 | 2 | 6
> O=C1NCCCN1Cc1ccc(Cl)cc1
 : -13 | 5 | 4 | -10 | 29 | 5 | 0 | /
> O=C(Cc1cccc(NC(=O)C2CCCN(C(=O)C3CCCCC3)C2)c1)Nc1cccc(C(=O)N2CCOCC2)c1 (stereo not drawn)
 : -10 | -3 | -8 | -12 | -7 | 0 | 1 | -9
> COc1ccc(CN(C)C[C@H]2Oc3c(NC(=O)c4cc(C)nn4C)cccc3C(=O)N([C@H](C)CO)C[C@@H]2C)cc1
 : 9 | -9 | 3 | -16 | 8 | 2 | -1 | 13
> COCC(=O)N1CC(=O)N2[C@H](CO)[C@@H](c3ccc(Br)cc3)[C@@H]2C1
 : 12 | / | -6 | / | -11 | / | / | 12
> O=C(Cn1cnc2ccccc2c1=O)c1ccccc1
 : / | / | / | 7 | / | -1 | 0 | 1

Screens from PubChem BioAssay.
